Bioassay records from PubChem.
KDM5B inh – blocks human KDM5B histone demethylase activity. Q9UGL1. KDM5B demethylase, FDH-coupled NADH fluorescence (FDH is formaldehyde dehydrogenase). Potency, µM (top dose mostly 57.7 µM), without a hit: at the top dose activity change, negative = inhibition, hits mostly inhibitors. actives 2.6% (n = 220,000); active = well fitted inhibition curve with a large enough effect; inconclusive = small, poorly fitted or top-dose-only effect; inactive = no such curve, though single readings can be large or run the other way; note: 0% is about no effect; nearly all actives have a fitted effect of over 70% in size
Target sequence (Q9UGL1 whole entry, looked up): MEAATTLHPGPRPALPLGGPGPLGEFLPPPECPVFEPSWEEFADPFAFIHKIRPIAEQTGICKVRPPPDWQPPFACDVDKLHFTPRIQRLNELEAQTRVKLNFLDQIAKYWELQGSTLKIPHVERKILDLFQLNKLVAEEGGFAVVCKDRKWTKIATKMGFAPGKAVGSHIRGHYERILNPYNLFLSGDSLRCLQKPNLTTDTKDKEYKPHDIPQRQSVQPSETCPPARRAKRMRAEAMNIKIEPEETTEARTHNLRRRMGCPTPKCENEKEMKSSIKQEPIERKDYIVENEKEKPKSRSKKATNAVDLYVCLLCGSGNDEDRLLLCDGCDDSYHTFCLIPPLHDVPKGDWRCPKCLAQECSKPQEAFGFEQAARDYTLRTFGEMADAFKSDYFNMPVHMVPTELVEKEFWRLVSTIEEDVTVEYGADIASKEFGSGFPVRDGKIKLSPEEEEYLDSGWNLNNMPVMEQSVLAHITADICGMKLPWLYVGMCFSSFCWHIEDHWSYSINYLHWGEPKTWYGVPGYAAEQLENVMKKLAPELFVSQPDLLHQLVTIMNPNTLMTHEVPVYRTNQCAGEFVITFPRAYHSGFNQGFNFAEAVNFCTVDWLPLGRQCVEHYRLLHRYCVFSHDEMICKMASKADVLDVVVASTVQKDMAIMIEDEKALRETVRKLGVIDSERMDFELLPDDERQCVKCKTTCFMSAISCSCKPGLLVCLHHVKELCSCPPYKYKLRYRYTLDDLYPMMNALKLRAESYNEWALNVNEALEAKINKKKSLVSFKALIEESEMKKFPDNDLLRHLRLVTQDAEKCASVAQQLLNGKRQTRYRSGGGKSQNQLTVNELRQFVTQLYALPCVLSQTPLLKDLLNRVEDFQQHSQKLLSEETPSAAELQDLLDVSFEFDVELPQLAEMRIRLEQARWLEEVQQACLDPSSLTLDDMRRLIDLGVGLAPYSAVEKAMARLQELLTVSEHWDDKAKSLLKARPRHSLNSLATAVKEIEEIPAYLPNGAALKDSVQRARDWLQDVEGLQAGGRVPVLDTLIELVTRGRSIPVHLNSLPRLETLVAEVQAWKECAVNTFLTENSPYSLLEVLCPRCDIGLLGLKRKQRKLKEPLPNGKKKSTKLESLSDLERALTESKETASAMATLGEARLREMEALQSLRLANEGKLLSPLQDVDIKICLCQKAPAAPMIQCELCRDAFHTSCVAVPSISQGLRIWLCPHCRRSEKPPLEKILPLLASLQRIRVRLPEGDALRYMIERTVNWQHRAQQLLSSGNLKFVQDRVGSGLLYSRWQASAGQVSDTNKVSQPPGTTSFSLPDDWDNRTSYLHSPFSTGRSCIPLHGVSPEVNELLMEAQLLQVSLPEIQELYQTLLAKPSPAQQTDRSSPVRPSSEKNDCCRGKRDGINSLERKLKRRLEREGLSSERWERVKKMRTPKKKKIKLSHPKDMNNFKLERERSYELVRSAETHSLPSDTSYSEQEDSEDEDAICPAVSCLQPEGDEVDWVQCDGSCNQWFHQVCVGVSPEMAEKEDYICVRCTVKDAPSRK
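Inhibition is measured as reduced NADH fluorescence generation from FDH coupling to formaldehyde release. Truncated KDM5BΔAP at 200 nM final acts on H3K4me3 peptide (12.5 µM in substrate mix) in pH 7.5 HEPES buffer with Tween-20, 30 min, room temperature.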
An asterisk follows results filed as active; ? = inconclusive; [ ] = remark or other dose. Potency is the fitted concentration of half-maximal effect.

entry | SMILES | KDM5B inh
1 | O=C(c1ccccc1)N1CCN(C(=O)c2cc(-c3ccccn3)nc3ccccc23)CC1 | 5.6%
2 | O=C1CCN(C(=O)C2CCN(C(=O)COc3ccccc3)CC2)CCCCCCN1 | 17.7%
3 | COc1ccc(N(CC(=O)N/N=C/c2ccc(C(=O)O)cc2)S(=O)(=O)c2ccc(NC(C)=O)cc2)cc1 | ?
4 | COc1ccc(CNC(=O)Cn2c(SCC(=O)N(C)c3ccccc3)nc3ccccc32)cc1 | 2.8%
5 | COc1ccc(S(=O)(=O)N2CCN(C(=O)C3CCCO3)CC2)cc1 (stereo not given) | -8.5%
6 | O=C(NC1CCCCCC1)C1(Cc2nc3ccccc3s2)CCCC1 | -1.7%
7 | Cc1ccccc1OCc1ccc(-c2nc(C#N)c(NCc3cccnc3)o2)o1 | ?
8 | COc1cccc(NC(=O)O[C@@H]2CC[C@]3(C)[C@H](CC[C@H]4OC(=O)C[C@H]43)[C@]2(C)CO)c1 | 17.0%[86.2 µM]
9 | O=S(=O)(c1ccc(Cl)cc1)c1nc(-c2cccs2)oc1SCc1ccc(F)cc1 | ?
10 | C=CCN1CCC2(CCC1=O)CN(Cc1ncc[nH]1)CCN2C (stereo not given) | 20.3%
11 | O=C(Nc1ccc(Cl)cc1)N1CCCN(c2nc3ncccc3o2)CC1 | 22.4%
12 | O=C(NNc1ccc(F)cc1)c1c(F)cccc1Cl | 22.0%
13 | COc1ccc(Br)cc1/C=N/NC(=O)Cn1nnnc1N | -1.3%
14 | Oc1ccccc1CN1CCOC[C@H]1c1ncc(-c2ccccc2)[nH]1 | -25.6%[86.2 µM]
15 | CCn1c(=O)c(=O)n(CC(=O)NCCN2CCN(c3cccc(Cl)c3)CC2)c2ccccc21 | 16.7%
16 | NC(=O)CNC(=O)[C@@]1(O)C[C@@H](O)[C@H](O)[C@@H](NC(=O)Nc2ccc(OC(F)(F)F)cc2)C1 | -18.3%
17 | O=C(Nc1ccc2ccccc2n1)Nc1cccs1 | 28.1%
18 | COc1ccc(-c2onc(C)c2C)cc1S(=O)(=O)NCc1ccc(Br)cc1 | -16.6%
19 | COc1cc(OC)c(C(=O)N2CCCC[C@H](N(C)C)C2)cc1OC | 23.7%
20 | COc1ccc(Cl)cc1NC(=O)CCc1ncc(-c2ccccc2F)o1 | 0.3%
21 | COc1ccnc(N2CCN(CC3(O)CCCNC3)CC2)n1 (stereo not given) | -14.4%
22 | S=C1NCN(Cc2cccnc2)CN1c1cccc(Cl)c1 | 24.0%
23 | CCOC(=O)c1ccc(-n2c(CN3CCN(CC)CC3)nc3ccc([N+](=O)[O-])cc3c2=O)cc1 | ?
24 | O=C(Nc1cccc(-c2nnc3n2CCCC3)c1)c1ccc(F)cc1 | -1.3%
25 | COc1cc2[nH]c(C(=O)N(C)C3CCS(=O)(=O)C3)cc2c(OC)c1OC (stereo not given) | -0.4%
26 | CC(C)CCNC(=O)c1cnc2c(c1)N(C(=O)Cc1ccc(C(C)C)cc1)CCC2 | -3.4%[86.2 µM]
27 | CCc1ccccc1N(C)C(=O)c1cn(-c2cccc(OC)c2)c(=O)c2ccccc12 | -22.4%
28 | C[C@H](Nc1ccc(C(F)(F)F)cc1[N+](=O)[O-])C(=O)O | 17.9%
29 | O=C(COC(=O)c1cc[n+]([O-])cc1)Nc1ccc(Br)cc1 | -7.0%
30 | CSc1cccc(NC(=O)Cn2c(-c3cccc(Cl)c3)nc(C)c(CCO)c2=O)c1 | 4.4%
31 | CCN1CCN(CCCNC(=O)c2cnn(-c3ccccc3)c2C2CCN(C(=O)OC(C)(C)C)CC2)CC1 | -17.1%
32 | COc1cccc(C(=O)NC2CCN(c3cc(-c4ccc(Cl)cc4)[nH]n3)CC2)c1 | -20.3%
33 | O=C(Nc1cccc(C(F)(F)F)c1)C1CCN(c2nnc(-n3cccc3)s2)CC1 | -23.7%
34 | Cc1cc(C(=O)NC(C)c2cccc(C(F)(F)F)c2)c(C)o1 (stereo not given) | ?
35 | Cc1ccccc1CN1C(=O)c2ccccc2Sc2ccc(C(=O)N3CCOCC3)cc21 | -7.1%
36 | O=C(O)CC1(CC(=O)NCCN2CCOCC2)CCCC1 | -0.4%
37 | O=C(OCc1cc(=O)oc2cc(O)ccc12)C1CCCC1 | ?
38 | COCCn1c(C2CC(=O)N(c3cc(Cl)ccc3OC)C2)nc2ccccc21 (stereo not given) | 21.4%
39 | Cc1ccccc1NC(=O)c1nc(-c2ccncc2)no1 | 1.8%
40 | Cn1c(=O)c2c(nc(N3CCC(C(N)=O)CC3)n2Cc2ccccc2)n(C)c1=O | 8.1%

In the list so far, these have a COOH group.
entry | SMILES | KDM5B inh
3 | COc1ccc(N(CC(=O)N/N=C/c2ccc(C(=O)O)cc2)S(=O)(=O)c2ccc(NC(C)=O)cc2)cc1 | ?
28 | C[C@H](Nc1ccc(C(F)(F)F)cc1[N+](=O)[O-])C(=O)O | 17.9%
36 | O=C(O)CC1(CC(=O)NCCN2CCOCC2)CCCC1 | -0.4%

New compounds follow:
entry | SMILES | KDM5B inh
41 | Cc1cccc(C)c1OCc1cc(C(=O)N2CCCC(C(=O)c3nccn3C)C2)no1 (stereo not given) | ?
42 | COc1cccc(/C=C2\Oc3cc(OC(=O)C(C)(C)C)ccc3C2=O)c1OC | -7.0%
43 | Cc1nc2sccn2c(=O)c1S(=O)(=O)Nc1cc(C(F)(F)F)ccc1Cl | -14.1%
44 | CCCn1cc2c3c(cccc31)CN(C(=O)c1ccccc1F)CC2 | ?
45 | COc1ccc(CC(=O)NCc2nc3cccnc3n2Cc2ccc(C)cc2)cc1 | -7.3%
46 | COc1ccc(C2C(C#N)=C(SCc3ccccc3)NC3=C2C(=O)CC(C)(C)C3)cc1OC (stereo not given) | -23.8%
47 | COc1cccc(N2CC(C(=O)N3CCCC3)NC2=O)c1 (stereo not given) | 20.3%[86.2 µM]
48 | COc1cc(Cl)c(C)cc1NC(=O)C1CCCN(c2ncnc3onc(-c4ccc(F)cc4)c23)C1 (stereo not given) | ?
49 | CCCCOC(=O)c1nnc(-c2ccc(Cl)cc2)o1 | -7.2%
50 | CN(CC1(CO)CC1)c1nccc(CCC(F)(F)F)n1 | ?
51 | COCCNC(=O)C1CC(c2ccccc2)CN(C(=O)NCc2ccccc2)C1 (stereo not given) | -7.4%
52 | CCN=C1S/C(=C/c2ccc(-c3ccc(Cl)cc3C(=O)O)o2)C(=O)N1CC | -16.2%
53 | Cc1cc2oc(=O)cc(CN3CCc4ccccc43)c2cc1Cl | -7.0%
54 | CCCCN(C)C(=O)C1CCCN(c2ncnc3onc(C)c23)C1 (stereo not given) | -17.9%
55 | OC[C@@H]1CN(C2CCCCC2)C[C@H]1c1nc(-c2ccncc2)no1 | 3.8%
56 | O=C(Cc1cccc(Cl)c1)N1CCc2c(n(CCOc3ccccc3)n(-c3ccccc3)c2=O)C1 | -15.9%
57 | O=C(Nc1ccc(Cl)nc1)c1ccn2nccc2c1 | ?
58 | CCOc1ccccc1NC(=O)C1CCN(S(=O)(=O)c2ccc3c(c2)CCCN3C(C)=O)CC1 | 12.9%
59 | COc1ccc(NC(=O)c2ncoc2-c2ccc(OC)c(OC)c2)cc1 | -10.0%
60 | Cn1cc(C(=O)N2CCN(c3cccc(C(F)(F)F)c3)CC2)c2c3ccccc3n(C)c2c1=O | ?
61 | COCc1nc(C2CCN(C(=O)CCc3c[nH]c4ccccc34)C2)no1 (stereo not given) | 32.1%
62 | O=c1n(-c2ccc(C(F)(F)F)cc2)nc2n1CCN(Cc1cccc3ccccc13)C2 | -9.8%
63 | COCCN(CCOC)C(=O)c1cc(-c2cccs2)nc2ccccc12 | ?
64 | COc1ncccc1-c1cc2c(nc1OC)nc(CCc1ccccc1)n2C | ?
65 | CCN(CC(=O)Nc1ccc2c(c1)OCCO2)C(=O)CCc1ccccc1Cl | 30.1%
66 | CC1CCN(CCNC(=O)c2n[nH]c(=O)c3ccccc23)CC1 | -7.1%
67 | Nc1cccc(OCc2ccccc2)c1 | -9.2%
68 | O=C1N2CCCC2CN1C1CCN(Cc2ccc(OC(F)(F)F)cc2)CC1 (stereo not given) | -18.8%
69 | CC(C)SCC(=O)Nc1cc(C(C)(C)C)ccc1O | 12.3%
70 | Cc1cc(C)c(NC(=O)CSc2nc3c(c(=O)[nH]2)CCCC3)c(C)c1 | -13.9%
71 | COc1ccc(S(=O)(=O)c2cn(Cc3ccccc3)c3cc(N4CCCC4)c(F)cc3c2=O)cc1 | -47.6%
72 | Cc1csc(NC(=O)c2nc3c(o2)CCN(CCCc2ccccc2)CC3)n1 | ?
73 | CN1CCCC1CNC(=O)c1cc2ccccc2s1 (stereo not given) | -24.7%
74 | Cc1ccc(-c2nnc(NC(=O)c3ccc4c(c3)OCCO4)o2)c(C)c1 | ?
75 | COCc1ncc(C)n1C1CCCN(C(=O)c2ccc(C)s2)C1 (stereo not given) | -2.5%
76 | CCc1cccc(NC(=O)Cn2c(C(=O)OC)cc3sc(Cl)cc32)c1 | -7.7%
77 | Cc1cc2c(SCC(=O)N3CCOCC(CO)C3)ncnc2s1 (stereo not given) | -10.7%
78 | CN(CCCOC(=O)c1cc2ccccc2o1)C1CN(Cc2cn(Cc3ccc([N+](=O)[O-])cc3)nn2)S(=O)(=O)C1 (stereo not given) | 28.5%
79 | CCCCN(Cc1ccco1)C(=O)c1cc2c(s1)-c1c(C)cccc1OC2 | ?
80 | O=Cc1ccc(OCc2nnc(-c3ccccc3Br)o2)cc1 | ?
81 | O=C1Nc2ccccc2CN(Cc2ccc(Cl)cc2)C12CCNCC2 | 5.2%
82 | CCCNC(=O)c1c(C)nn(-c2cccc(C)c2)c1-n1cccc1 | -14.9%
83 | CC(Oc1ccc(Br)cc1)C(=O)Nc1ncn[nH]1 (stereo not given) | -16.0%
84 | Cc1ccc(N(C)C(=O)C2CCN(S(=O)(=O)c3cn(C)cn3)CC2)cc1 | -17.8%
85 | Cc1csc2nc(COC(=O)c3ccc(NC(=O)c4ccc(C(C)(C)C)cc4)cc3)cc(=O)n12 | -8.4%
86 | COCCN1C(=O)CS(=O)(=O)C12CCN(C(=O)Cn1c(=O)oc3ccccc31)CC2 | -13.9%
87 | CCOc1ccc(NC(=O)c2cccc(N3CCCS3(=O)=O)c2)cc1 | 8.5%
88 | COc1ccc(CCNC(=O)C(C)C)cc1 | 18.7%
89 | Fc1ccc(CNc2ncnc3onc(-c4cc(F)cc(F)c4)c23)cc1 | 5.7%
90 | COc1ccc(C2C(C#N)=C(N)OC3=C2C(=O)CC(C)(C)C3)c2ccccc12 (stereo not given) | ?
91 | O=C1CCC(C(=O)N2CCOCC2)CN1Cc1ccc(Cl)cc1 (stereo not given) | 7.2%
92 | O=C1C(=C(c2ccccc2)c2ccccc2)C(Cl)C(Cl)(Cl)c2ccccc21 (stereo not given) | ?
93 | O=C(CSc1nnc(-c2ccncc2)n1Cc1ccccc1)NC1CCCCC1 | 30.9%
94 | O=C(CCc1ncc(-c2c(F)cccc2F)o1)Nc1ccccn1 | -0.2%
95 | O=C(C1CC1)N1CCCC1c1noc(COc2ccc(F)cc2)n1 (stereo not given) | 2.2%
96 | COc1cccc(CN2CCC3(CC2)COc2ccccc2C(=O)N3)c1 | -18.5%[86.2 µM]
97 | Cc1cccc(N2Cc3c(ncnc3N3CCC(N4CCOCC4)CC3)CN(C)C2=O)c1 | -13.3%
98 | CN(CC1CCOCC1)C(=O)c1ccccc1Cl | -7.8%
99 | OCc1ccc(CN2C[C@H](O)C[C@H]2c2nc(-c3ccc4c(c3)OCO4)no2)o1 | ?
100 | S=C(NCc1cccs1)NCC1CCCCC1 | -6.6%

(cont.)
entry | SMILES | KDM5B inh
101 | O=C([C@@H]1C[C@H](Oc2cccnc2)CN1C(=O)c1cccnc1)N1CCCC1 | 23.1%
102 | N#Cc1c(N)n[nH]c1CCCNC(=O)c1ccccc1Nc1cccc(C(F)(F)F)c1 | 3.9%
103 | CCOC(=O)c1cc(-c2ccc(C)cc2)n(CC(=O)Nc2cccc(C(C)=O)c2)c1C | 7.1%
104 | O=C(Nc1ccc(F)cc1C(F)(F)F)C1CCN(c2ncccn2)CC1 | -7.3%
105 | O=C(CNC(=O)C1CCCCC1)OCC(=O)c1ccc(Br)cc1 | 5.8%
106 | CC(=O)N1CCN(C(=O)c2cc(CC(C)C)[nH]c(=O)n2)CC(O)C1 (stereo not given) | -8.1%
107 | O=C(c1cc2ccccc2o1)N1CCC2(COc3ncccc3S(=O)(=O)N2)C1 (stereo not given) | -8.4%[115 µM]
108 | Cc1cc(I)ccc1NC(=O)c1nn(C)c(=O)c2ccccc12 | -13.8%
109 | COc1ccc(-c2[nH]nc3ncc(-c4ccccc4O)nc23)c(C)c1 | -8.8%[86.2 µM]
110 | COc1ccccc1CN(C)C(=O)c1ccccc1SCC(=O)N1CCCC1 | ?
111 | CCOc1ccccc1C(=O)N1CCCn2ccnc2C1CC (stereo not given) | 12.7%
112 | CCCSc1ncc(Cl)c(C(=O)N(Cc2ccccc2)c2ccc(OC)cc2)n1 | -9.1%
113 | Cc1ccc(O)c(NC(=O)CCS(=O)(=O)c2nc(-c3ccc4c(c3)OCO4)cc(C(F)(F)F)n2)c1 | ?
114 | COc1ccc(CN2CCCC3(Cc4ccccc4CN(C(C)=O)C3)C2)cc1 (stereo not given) | 14.6%[115 µM]
115 | O=C1NC(=NC2CCCCC2)C2(CCCN(CC3CC3)C2)N1c1cc(F)cc(F)c1 (stereo not given) | 1.0%[115 µM]
116 | Cc1ccc(F)cc1NC(=O)COC(=O)c1ccc2ccccc2n1 | -16.4%
117 | COc1ccc(CCNC(=O)Cc2c(C)c3cc4c(C(C)(C)C)coc4c(C)c3oc2=O)cc1OC | -5.0%
118 | CCCCOC(=O)CSc1nc2ccccc2o1 | 14.3%
119 | COc1ccc(Nc2nc3ccccc3nc2NS(=O)(=O)c2cccc3nsnc23)cc1 | -8.2%
120 | O=C(CC1Oc2ccccc2NC1=O)NCc1ccc(F)cc1 (stereo not given) | -22.3%

This is a subset; the hit share may differ from the screen's.
